ATXN viability: Viability Counterscreen for Primary qHTS for Inhibitors of ATXN expression. S2 cells (HEK-293 line with an ATXN2-luciferase reporter) viability, CellTiter-Fluor protease fluorescence, 24 h. Potency, µM (titrated, usually from 56.7 µM), most hits filed as cytotoxic. 400,000 compounds, 0.49% hits. AID 651635, 2014; also: potency is read from the fitted curve at half-maximal effect; nearly all actives have a fitted effect of over 40% in size
IL1B secr inh: qHTS for Inhibitors of Inflammasome Signaling: IL-1-beta AlphaLISA Primary Screen; THP-1 LPS/ATP IL-1B secretion, AlphaLISA, 16 h; stronger effect = lower value; activity change, % at 57.5 µM; 360,000 compounds, 4.7% hits; AID 743279, 2014; in the data active = activity change below about -50%; inconclusive = mostly about -30% to -49%; also: % is scaled to controls: 0 for no effect and ±100 for the full control effect
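Secreted IL-1B measured by AlphaLISA bead assay after 16 h compound exposure of THP-1 cells; compounds (final up to 57.5 uM) added 1 h before LPS (250 ng/mL) and ATP (1.25 mM) stimulation; lower signal means less secretion.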
Nrf2 activator: qHTS of Nrf2 Activators; AREc32 ARE-luciferase reporter (MCF7-derived line), luminescence, 24 h; Potency, µM (top dose mostly 46.1 µM), inactives show top-dose activation, most hits filed as activators; 410,000 compounds, 0.31% hits; also: potency is read from the fitted curve at half-maximal effect; % of control where 0% means no effect; nearly all actives have a fitted effect of over 65% in size
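Reporter line AREc32 (ARE-Fluc), seeded overnight in OPTI-MEM with 5% FBS; compound pin-transferred, 24 hr at 37 deg C, 5% CO2; luminescent read-out.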
HepG2 tox: qHTS for Inhibitors of TGF-b: Cytotox Counterscreen. HepG2 CAGA-GFP viability, ATP luminescence, 18 h. Potency, µM (series often up to 46.1 µM), for the others: at the highest dose activity change, negative = cytotoxicity, hits mostly cytotoxic. 410,000 compounds, 0.76% hits; also: potency is read from the fitted curve at half-maximal effect; some results filed as inactive show a strong effect at the top dose
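HepG2 CAGA-GFP cells (1000/well, DMEM with 1% FBS) received compound, then TGF-beta at 500 pg/mL final, and were incubated 18 hours at 37 degrees C. Viability was read by CellTiter-Glo luminescence. Media-only wells were set as complete cell-killing and DMSO as no toxicity.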
Nrf2 block: Nrf2 qHTS screen for inhibitors | A549 ARE-Fluc reporter, luciferase luminescence, 18-24 h | Potency, µM (doses to about 46 µM), inactives show top-dose activity change, negative = inhibition, actives largely listed as inhibitors | 360,000 compounds, 2.1% hits; also: potency is read from the fitted curve at half-maximal effect; % is scaled to controls: 0 for no effect and ±100 for the full control effect; nearly all actives have a fitted effect of over 60% in size
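Concentration-response testing used A549 ARE_Fluc cells at 5000 cells/well. Following an 18-24 h compound incubation, viability was read by fluorescence (Ex 405/Em 525) and luciferase output by luminescence.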
A549 viability: Nrf2 qHTS screen for inhibitors: counterscreen for cytotoxicity; Potency, µM (highest dose often 46 µM), without a hit: top-dose activity change, negative = cytotoxicity, actives largely listed as inhibitors; A549 ARE-Fluc cells, CellTiter-Fluor viability, 18-24 h; 390,000 compounds, 0.16% hits; also: potency is read from the fitted curve at half-maximal effect; % is scaled to controls: 0 for no effect and ±100 for the full control effect
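Cytotoxicity counterscreen: CellTiter-Fluor fluorescence was measured in A549 ARE_Fluc cells after 18-24 h of compound exposure in a concentration series. The subsequent BugLite luminescent read reports ARE-luciferase activity.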
ATXN2 expr inh: Primary qHTS for Inhibitors of ATXN expression. HEK-293 ATXN2-luciferase reporter, luminescence, 24 h. 360,000 compounds, 0.72% hits. Potency, µM (highest dose often 57 µM), without a hit: at the top dose activity change, negative = inhibition, most hits filed as inhibitors. AID 1745845, 2022; also: potency is read from the fitted curve at half-maximal effect; % is scaled to controls: 0 for no effect and ±100 for the full control effect; nearly all actives have a fitted effect of over 55% in size
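qHTS (up to 57 uM final) was run with 24 h compound exposure of reporter cells at 37 °C. Each well was multiplexed: SteadyGlo luminescence measured ATXN2-luciferase expression after a fluorogenic Gly-Phe-AFC viability readout (25 uM final).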
TGFb SMAD3 inh: qHTS for Inhibitors of TGF-b. HepG2 CAGA-GFP TGF-b/SMAD3 reporter, GFP fluorescence, 18 h; TGF-beta stimulated, 500 pg/mL final. Potency, µM (highest dose often 46.1 µM), inactives show at the top dose activity, negative = inhibition, usual class: inhibitors. 410,000 compounds, 1.2% hits. AID 588855, 2011; also: potency is read from the fitted curve at half-maximal effect; % is scaled to controls: 0 for no effect and ±100 for the full control effect; nearly all actives have a fitted effect of over 65% in size
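Per well, imaged GFP fluorescence of HEPG2 CAGA-GFP cells gives the signal; cells get compound, then TGF-beta (500 pg/mL final), 18 h at 37 degrees C; %Activity versus -TGF-beta and +DMSO controls.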
MCF10A rereplic: A quantitative high throughput screen for small molecules that induce DNA re-replication in MCF 10a normal breast cells. 350,000 compounds, 2.9% hits. MCF 10A DNA re-replication, Hoechst nuclear intensity, 48 h. AID 624296, 2012. Potency, µM (doses to about 46.1 µM), for inactives: at the top dose activity, positive = re-replication, usual class: activators; also: potency is read from the fitted curve at half-maximal effect; % of control where 0% means no effect; nearly all actives have a fitted effect of over 50% in size
Starred values were filed as active, the others as inactive; i = inactive; ? = inconclusive; . = not tested or not shown; & = joins results of further samples; [ ] = remark or other dose. Unless noted, calls follow the shape of the dose curve; as a rule, active = well fitted curve in the direction sought with a large enough effect; inconclusive = small, poorly fitted or top-dose-only effect, or another doubt; inactive = no such curve, though single readings can be large; an effect the other way counts as inactive or inconclusive.

SMILES	ATXN viability	IL1B secr inh	Nrf2 activator	HepG2 tox	Nrf2 block	A549 viability	ATXN2 expr inh	TGFb SMAD3 inh	MCF10A rereplic
COc1ccc(NS(=O)(=O)c2ccc(NC(=O)C3CC3)cc2)cc1	i	4	2.6%	18%	?	-19%	-3%	-9%	5%
Cc1ccc(Oc2ncc(-c3ccc(Cl)cc3)cn2)cc1	?	6	-0.2%	-2%	.	2%	-17%	?	5%
Cc1nc2scc(C)n2c(=O)c1S(=O)(=O)NCc1ccccc1	i	11	-0.8%	0%	10%	9%	3%	-13%	0%
COC(=O)c1cc(-c2ccccc2)sc1NC(=O)CN1C(=O)c2ccccc2C1=O	i	-62*	-0.8%	-13%	-20%	-3%	-8%	0%	-1%
COCCNC(=O)C1CC(c2cccc([N+](=O)[O-])c2)=NO1 (stereo not given)	i	-6	-0.5%	-4%	9%	9%	-1%	6%	13%
CC1(C(=O)Nc2ccc3nc[nH]c3c2)CCN1C(=O)Cc1ccc(-c2ccccc2)cc1 (stereo not given)	i	24	0.0%	-16%	.	.	?	40%[activator]	.
CCCC(C)CO (stereo not given)	i	0	1.5%	-70%	13%	-3%	1%	-16%	-9%
COc1ccc(-c2cn3nc(N4CCCC(C(=O)NCc5ccccc5C)C4)sc3n2)cc1 (stereo not given)	.	.	0.6%	-20%	-18%	0%	.	0%	.
O=C(C[C@@H]1C/C=C\C[C@H](Cc2ccc(F)cc2)C(=O)OC[C@H]2CCCN2C1=O)NCCO	i	2	0.5%	2%	11%	5%	10%	-1%	-16%
CCN(c1ccccc1)S(=O)(=O)c1ccc(NC(=O)c2cc(=O)c3cc(C)cc(C)c3o2)cc1	i	.	0.5%	9%	?	-2%	2%	3%	.
CN(C(=O)COC(=O)Cc1c[nH]c2ccccc12)c1c(N)n(Cc2ccccc2)c(=O)[nH]c1=O	i	0	0.6%	5%	5%	1%	4%	10%	-1%
O=C(c1ccc(S(=O)(=O)N2CCCC2)cc1)N1CCN(Cc2ccc3c(c2)OCO3)CC1	i	-19	2.8%	-16%	.	-1%	-3%	-24%	1%
CN(C)S(=O)(=O)c1ccc(Cl)c(NC(=O)CNC2(C)CCS(=O)(=O)C2)c1 (stereo not given)	i	21	-0.4%	-4%	1%	2%	4%	11%	0%
O=C(O)c1cc([N+](=O)[O-])cc2ccccc12	i	-1	0.1%	-3%	7%	2%	6%	4%	7%
COc1ccccc1NC(=S)N1CCn2cccc2C1c1cccnc1 (stereo not given)	i	0	6.0%	-38%	1%	0%	.	13%	-7%

Not a retest: entries from further up.
SMILES	ATXN viability	IL1B secr inh	Nrf2 activator	HepG2 tox	Nrf2 block	A549 viability	ATXN2 expr inh	TGFb SMAD3 inh	MCF10A rereplic
COc1ccc(NS(=O)(=O)c2ccc(NC(=O)C3CC3)cc2)cc1	i	4	2.6%	18%	?	-19%	-3%	-9%	5%
Cc1ccc(Oc2ncc(-c3ccc(Cl)cc3)cn2)cc1	?	6	-0.2%	-2%	.	2%	-17%	?	5%
Cc1nc2scc(C)n2c(=O)c1S(=O)(=O)NCc1ccccc1	i	11	-0.8%	0%	10%	9%	3%	-13%	0%
COC(=O)c1cc(-c2ccccc2)sc1NC(=O)CN1C(=O)c2ccccc2C1=O	i	-62*	-0.8%	-13%	-20%	-3%	-8%	0%	-1%
COCCNC(=O)C1CC(c2cccc([N+](=O)[O-])c2)=NO1 (stereo not given)	i	-6	-0.5%	-4%	9%	9%	-1%	6%	13%
CC1(C(=O)Nc2ccc3nc[nH]c3c2)CCN1C(=O)Cc1ccc(-c2ccccc2)cc1 (stereo not given)	i	24	0.0%	-16%	.	.	?	40%[activator]	.
CCCC(C)CO (stereo not given)	i	0	1.5%	-70%	13%	-3%	1%	-16%	-9%
COc1ccc(-c2cn3nc(N4CCCC(C(=O)NCc5ccccc5C)C4)sc3n2)cc1 (stereo not given)	.	.	0.6%	-20%	-18%	0%	.	0%	.
O=C(C[C@@H]1C/C=C\C[C@H](Cc2ccc(F)cc2)C(=O)OC[C@H]2CCCN2C1=O)NCCO	i	2	0.5%	2%	11%	5%	10%	-1%	-16%
CCN(c1ccccc1)S(=O)(=O)c1ccc(NC(=O)c2cc(=O)c3cc(C)cc(C)c3o2)cc1	i	.	0.5%	9%	?	-2%	2%	3%	.

(more compounds)
SMILES	ATXN viability	IL1B secr inh	Nrf2 activator	HepG2 tox	Nrf2 block	A549 viability	ATXN2 expr inh	TGFb SMAD3 inh	MCF10A rereplic
CC(=O)c1ccccc1NC(=O)COC(=O)CN1C(=O)C2CCCCC2C1=O (stereo not given)	.	23	-0.9%	-5%	13%	1%	.	5%	1%
O=Cc1ccccc1OCCCOc1cccc2cccnc12	i	-11	7.3%	-28%	1%	0%	.	-22%	18µM*
COCCNC(=O)CSCc1cc(C)cc(C)c1	i	-1	0.2%	5%	-21%	-4%	.	-4%	-7%
O=C(CCCn1c(=S)[nH]c2cc3c(cc2c1=O)OCO3)N1CCN(c2ccc(Cl)cc2)CC1	.	-25	-0.7%	-27%	?	-29%	.	-4%	-1%
O=C(Nc1ccc(F)cc1F)c1ccc(-n2cnc3cccnc32)cc1	i	.	-1.6%	-65%	-8%	-1%	16%	?	.
O=C(c1ccccc1)c1cc([N+](=O)[O-])ccc1N1CCOCC1	?	31	-1.6%	3%	?	-24%	-13%	-21%	?
COc1cccc(-c2nc(-c3ccc(NC(=O)c4cccnc4)cc3)no2)c1	i	0	-0.3%	0%	.	-4%	?	-5%	12%
CC1Oc2ccccc2N(CC(=O)Nc2ccc(F)cc2)C1=O (stereo not given)	i	-8	-0.1%	-9%	-1%	1%	-7%	-14%	-4%
Cc1cc(C)n(C(C)CC(=O)Nc2ccc(Cl)cc2C)n1 (stereo not given)	i	.	-0.8%	3%	-9%	-5%	-8%	2%	.
C=CCn1c(=O)c2ccccc2n2c(SCC(=O)Nc3cc(C)on3)nnc12	i	-26	0.1%	-18%	-21%	-1%	13%	-12%	4%
CC(=O)c1nn(-c2cccc(Br)c2)cc1C(=O)c1ccc2ccccc2c1	?	3	-0.6%	5%	11%	-2%	?	-9%	8%
O=C(Nc1ccccc1Br)c1ccccc1-c1ccccc1	?	13	-1.2%	-5%	13%	1%	-19%	-5%	13µM*
Cc1cc(C)c(NC(=O)Nc2csc3c2CCCC3)c(C)c1	.	.	0.3%	-55%	7%	2%	.	13%	.
Cn1cnc(S(=O)(=O)N2CCCCC2c2cc(C(=O)Nc3ccccc3Cl)no2)c1 (stereo not given)	i	24	0.7%[9.22 µM]	-1%	.	.	3%	23%	.
COc1cccc(-n2nnnc2SCC(=O)NCc2ccc3c(c2)OCO3)c1	i	0	-0.1%	-39%	-9%	2%	3%	-20%	7%
CSc1ccc(/C=N/Nc2nc(C)cc(C)n2)cc1	i	-1	0.1%	3%	-8%	-7%	5%	-21%	3%
COc1ccc(CNC(=O)c2ccccc2NS(C)(=O)=O)cc1	i	12	0.0%	0%	-19%	1%	-2%	0%	-14%
CCNc1nnc(CSc2nc3ccccc3s2)s1	i	47	7.2%	-36%	-5%	-8%	24%	-5%	9%
COc1ccc(OC)c(-n2c(SCC(C)=O)nnc2-c2cccc(S(=O)(=O)N(C)C)c2)c1	i	18	-0.7%	-8%	-12%	-6%	-11%	2%	0%
N#Cc1c(C(F)(F)F)cc(-c2ccccc2)[nH]c1=O	i	23	0.1%	-11%	-15%	-11%	5%	0%	?
Cc1ccccc1-c1nnc2c3ccccc3c(C)nn12	i	-19	?	-2%	26%	-4%	3%	12%	1%
Cn1cnc([N+](=O)[O-])c1Sc1nnc(-c2cccnc2)n1C	?	-26	-0.7%	-6%	-15%	-13%	.	-12%	?
CCc1ccc(N(C(=O)c2snc(C(N)=O)c2N)C(C(=O)NCC2CCCO2)c2cccs2)cc1 (stereo not given)	?	14	9.6%	14%	?	2%	5%	6%	18µM*
O=C(Cc1ccccc1)Nc1ccc(N2CCOCC2)cc1N1CCOCC1	?	21	-0.7%	-1%	12%	-7%	?	0%	1%
COc1ccc(/C=N/Nc2ncc(-c3ccccc3)cn2)c(OC)c1	i	-14	0.2%	-44%	?	-9%	?	?	?
Cc1cccc(NS(=O)(=O)c2nnc(NC(=O)C3CCCCC3)s2)c1	i	36	-0.3%&0.9%	-16%&-18%	?	3%&-1%	-38%	?	3%
COc1ccccc1CNC(=O)CCC1N=C2c3ccccc3N=C(SCC(=O)Nc3ccc(N(C)C)cc3)N2C1=O (stereo not given)	i	.	5.5%	-23%	.	5%	10%	-27%	.
C=CCNS(=O)(=O)c1nc(C)c(Cl)c(C)c1C#N	i	-18	11µM*	-9%	-7%	-8%	1%	-29%	-2%
O=[N+]([O-])c1ccc(/C=N/Nc2nc(N3CCCC3)nc(N3CCCC3)n2)o1	?	2	3.5%	-49%	23µM*	?	-11%	?	0%
O=C(C1CC(=O)N(c2ccc(Cl)cc2)C1)N1CCOCC1 (stereo not given)	i	6	-0.8%	1%	9%	2%	3%	-3%	-23%
Cc1cc(C)n2c3c(c(C#N)c2n1)CCCC3	i	-15	0.1%	2%	?	8%	7%	14%	?
Cc1ccc(CNC(=O)c2c(Nc3ccccc3C)sc(C(=O)c3ccc(F)cc3)c2N)cc1	?	.	2.4%	16µM*	.	-28%	?	18µM*	.
COc1ccc(-n2c(=O)c3ccccc3n(CC(=O)NCCc3ccccc3)c2=O)c(OC)c1	?	.	-0.6%	-13%	9%[9.27 µM]	-10%	3%	-14%	.

High-throughput results as filed in PubChem.
